Screening results from PubChem.
Tcruzi prolif: inhibitors of T. cruzi proliferation; T. cruzi beta-gal in NIH3T3, GalScreen luminescence, 90 h; 77,000 compounds, 5.9% hits; inhibition, % at 8.34 µM;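 active = mean inhibition above about 93%, with at least 55% of replicates each passing it, limit read from the data, passing the limit was not always enough; inconclusive = only one of those two conditions holds; inactive = neither condition holds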
KDM4C inh: blocks human GASC-1 (KDM4C) demethylase activity; inhibition, % at 12.5 µM; Q9H3R0; GST-KDM4C 2-372, H3K9me3 peptide, LANCE TR-FRET; 96,000 compounds, 0.15% hits;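 active = mean replicate inhibition above about 25%, with at least 55% of replicates also reaching it, limit read from the data, passing the limit was not always enough; inconclusive = only one of those two conditions met; inactive = neither condition met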
Target sequence (Q9H3R0 2-372 limits assumed): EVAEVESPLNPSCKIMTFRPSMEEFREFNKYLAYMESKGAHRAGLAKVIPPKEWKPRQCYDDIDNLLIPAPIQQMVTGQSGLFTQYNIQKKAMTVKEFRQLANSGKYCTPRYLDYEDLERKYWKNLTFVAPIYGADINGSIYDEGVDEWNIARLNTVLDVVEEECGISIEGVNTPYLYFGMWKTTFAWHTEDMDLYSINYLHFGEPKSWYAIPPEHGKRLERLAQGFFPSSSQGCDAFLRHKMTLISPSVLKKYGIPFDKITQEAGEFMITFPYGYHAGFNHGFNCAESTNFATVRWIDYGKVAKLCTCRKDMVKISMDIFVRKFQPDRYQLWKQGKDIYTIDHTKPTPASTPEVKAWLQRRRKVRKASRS
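Test system – GST-tagged GASC-1 (JMJD2C) catalytic fragment, aa 2-372 · Medium – HEPES buffer, pH 7.5, plus ascorbate · Reagent – H3K9me3 peptide with Fe(II)/2OG · Compound – one test concentration per compound · Timing – 30 min reaction, 60 min detection, RT · Technique – TR-FRET with Eu antibody and ULight streptavidin, EDTA stop · Read-out basis – inhibition from TR-FRET ratio decrease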
Pf Dd2 inh: blocks growth of Plasmodium falciparum Dd2 parasites; activity change, % at 10 µM; 94,000 compounds, 2.3% hits; P. falciparum Dd2 growth, SYBR Green, 72 h; active compounds read low; in the data active = activity change below about -80%; inconclusive = no clear call, values can overlap the other calls
C diff growth: C. difficile growth inhibition; Clostridium difficile clinical isolate growth, OD600, 24 h; active compounds read low; growth activity, negative = inhibition, % at 16 µg/mL (by protocol); 86,000 compounds, 0.25% hits;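 active = mean growth activity at or below -80% and every replicate also at or below -80%; inconclusive = mean at or below -80% but some replicate above -80%; inactive = mean growth activity above -80%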;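 note: 0% = DMSO wells and -100% = levofloxacin 16 µg/mL wells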
An asterisk follows results filed as active; ? = inconclusive; . = no result given.

SMILES	Tcruzi prolif	KDM4C inh	Pf Dd2 inh	C diff growth
O=C(Nc1ccc(F)cc1)N1CCCCN2[C@H](C1)[C@H](c1ccc(-c3ccccc3F)cc1)[C@@H]2CO	?	.	20	26
C[C@@H]1CN([C@@H](C)CO)C(=O)c2cc(NS(=O)(=O)c3cccs3)ccc2O[C@@H](C)CCCCO[C@@H]1CN(C)C(=O)NC1CCCCC1	41	-1.2	-14	12
C[C@@H]1CN([C@@H](C)CO)C(=O)c2cc(NC(=O)C3CC3)ccc2O[C@H]1CN(C)S(=O)(=O)c1cn(C)cn1	-1	2.2	66	.
C[C@@H]1CCCCO[C@H](CN(C)Cc2ccncc2)[C@@H](C)CN([C@H](C)CO)C(=O)c2cc(NC(=O)Nc3ccccc3)ccc2O1	22	0.5	-34	-2
C/C=C/c1cnc2c(c1)C(=O)N([C@@H](C)CO)C[C@@H](C)[C@H](CN(C)S(=O)(=O)c1ccc(C)cc1)O2	67	0.8	-23	10
O=C(N[C@@H]1CC[C@@H](CC(=O)N2CCOCC2)O[C@@H]1CO)c1ccccn1	-3	2.0	10	1
COc1cccc(S(=O)(=O)N[C@H]2C=C[C@@H](CC(=O)NC3Cc4ccccc4C3)O[C@H]2CO)c1	55	1.2	-16	.
CC(=O)N(C)C[C@H]1Oc2cc(C#Cc3ccc(F)cc3)ccc2S(=O)(=O)N([C@H](C)CO)C[C@H]1C	32	-2.2	8	6
C[C@@H]1CN([C@H](C)CO)C(=O)c2cccc(NC(=O)C3CCCCC3)c2O[C@H]1CN(C)CC1CCCCC1	41	1.1	-48	4
N#C[C@H]1[C@H](c2ccccc2-c2cccc(F)c2)[C@H](CO)N1C(=O)C1CC1	.	-0.3	7	14
COc1ccc(CN(C)C[C@@H]2OCCCC[C@@H](C)Oc3ccc(NS(=O)(=O)c4ccccc4)cc3C(=O)N([C@@H](C)CO)C[C@H]2C)cc1	-36	-0.6	-14	2
C[C@@H]1CN([C@@H](C)CO)C(=O)c2cccc(NC(=O)Nc3ccc(F)cc3)c2O[C@H]1CN(C)CC1CC1	-8	0.0	9	20
CC(C)C(=O)Nc1ccc2c(c1)C(=O)N(C)[C@H]1CC[C@@H](CC(=O)NCCc3ccccc3)O[C@H]1CO2	3	0.5	6	-1
C[C@@H]1CN([C@H](C)CO)C(=O)c2cc(NC(=O)Cc3ccccc3)ccc2O[C@@H]1CN(C)C	-126	1.8	5	-2
COCC(=O)N1[C@H](C#N)[C@H](c2ccccc2-c2ccccc2)[C@@H]1CO	.	-1.1	-30	-1
CCNC(=O)C[C@@H]1CC[C@@H]2[C@@H](COc3ccc(NC(=O)c4cccc(OC)c4)cc3C(=O)N2C)O1	-3	2.2	-57	7
O=C(C[C@H]1CC[C@H]2[C@@H](COC[C@H](O)CN2C(=O)Nc2ccccc2)O1)NCCc1ccncc1	17	-0.5	-6	.
C[C@@H]1CCCCO[C@H](CN(C)C)[C@@H](C)CN([C@H](C)CO)C(=O)c2cc(NS(=O)(=O)c3cn(C)cn3)ccc2O1	-31	1.2	33	6
C[C@@H]1CCCCO[C@@H](CN(C)C(=O)Cc2ccccc2)[C@@H](C)CN([C@H](C)CO)C(=O)c2cc(NC(=O)c3ccccc3)ccc2O1	22	0.2	-6	0
CCCC(=O)Nc1ccc2c(c1)C(=O)N(C)C[C@@H](OC)[C@H](C)CN(Cc1ccccn1)[C@H](C)CO2	-2	0.6	15	.
C[C@@H]1CN([C@@H](C)CO)C(=O)c2cc(C#Cc3ccncc3)cnc2O[C@H]1CN(C)CC1CCOCC1	-77	-0.4	0	5
O=C(C1CCCCC1)N1CC2(C1)[C@@H](c1ccccc1)[C@@H](CO)N2Cc1nccs1	.	0.4	-7	-1
C[C@@H]1CN([C@H](C)CO)S(=O)(=O)c2ccc(-c3cccc(C(=O)N(C)C)c3)cc2O[C@H]1CN(C)C	53	1.9	26	3
CO[C@H]1CN(C)C(=O)c2cc(NC(=O)C3CC3)ccc2OC[C@H](C)N(C(=O)NC(C)C)C[C@@H]1C	3	0.8	17	.
Cc1ccc(S(=O)(=O)N(C)C[C@@H]2OCc3ccccc3-c3ccccc3C(=O)N([C@H](C)CO)C[C@H]2C)cc1	0	-0.7	-10	.
SMILES	Tcruzi prolif	KDM4C inh	Pf Dd2 inh	C diff growth
C[C@H]1CCCCO[C@@H](CN(C)Cc2ccncc2)[C@@H](C)CN([C@@H](C)CO)C(=O)c2cc(NS(=O)(=O)c3ccccc3)ccc2O1	-42	-0.8	-51	-5
O=S(=O)(N[C@@H]1CC[C@H](CCn2cc(-c3cccc(F)c3)nn2)O[C@@H]1CO)c1ccccc1	52	12	-21	-8
C[C@@H]1CN([C@@H](C)CO)C(=O)c2cc(C#Cc3ccccc3F)cnc2O[C@@H]1CN(C)S(=O)(=O)c1ccccc1	114*	-3.6	-31	1
CO[C@@H]1CN(C)C(=O)c2cc(NS(=O)(=O)c3ccccc3F)ccc2OC[C@H](C)NC[C@H]1C	24	0.4	19	.
COc1ccccc1S(=O)(=O)N[C@@H]1CC[C@H](CC(=O)NCc2cc(F)cc(F)c2)O[C@@H]1CO	.	0.7	10	-1
COc1ccccc1-c1ccc([C@@H]2[C@H](CO)N3CCCCN(C(=O)CN4CCOCC4)C[C@@H]23)cc1	56	-3.8	-1	-8
COc1ccc(CN(C)C[C@@H]2Oc3ccc(NC(=O)Nc4ccc(C(F)(F)F)cc4)cc3C(=O)N([C@@H](C)CO)C[C@@H]2C)cc1	.	-0.2	-8	24
C[C@H]1CN([C@@H](C)CO)C(=O)Cc2cc(NS(=O)(=O)c3ccc(F)cc3)ccc2O[C@@H]1CN(C)C(=O)Nc1cccc2ccccc12	17	0.3	-30	-3
O=C(N[C@@H]1CC[C@@H](CCNS(=O)(=O)Cc2ccccc2)O[C@H]1CO)c1cnccn1	2	-0.8	0	.
CC(=O)N1C[C@@H]2[C@H](c3ccccc31)[C@H](CO)N2Cc1ccc(Cl)cc1	31	1.4	-1	-9
CC1C=NC(S(=O)(=O)N2CC[C@@H]3[C@H]2c2cc(-c4ccccc4)ccc2N(C)[C@H]3CO)=N1 (stereo partly specified)	?	1.2	11	0
C[C@@H]1CN([C@@H](C)CO)C(=O)Cc2cc(NC(=O)Cn3cnnn3)ccc2O[C@H]1CN(C)S(=O)(=O)c1ccccc1	28	-3.1	-22	-10
COc1ccccc1C(=O)Nc1ccc2c(c1)C(=O)N(C)C[C@@H](OC)[C@@H](C)CN(C)[C@@H](C)CO2	-14	-0.5	-11	-2
CN1C(=O)c2cc(NC(=O)Nc3cccc(Cl)c3)ccc2OC[C@@H]2O[C@H](CC(=O)O)CC[C@H]21	-168	0.4	3	-2
C[C@H](O)C#Cc1ccc2c(c1)O[C@@H](CN(C)CC1CCOCC1)[C@@H](C)CN([C@H](C)CO)S2(=O)=O	56	4.0	3	70
C[C@@H]1CN([C@H](C)CO)C(=O)c2cc(-c3cccc(F)c3)cnc2O[C@@H]1CN(C)Cc1cccnc1	18	-0.7	18	-1
CC(C)NC(=O)N1CC2(C1)[C@@H](c1ccccc1)[C@H](CO)N2C(=O)c1ccccn1	.	-0.8	20	-4
CCCNC(=O)[C@H]1[C@H](CO)[C@H]2Cn3c(cccc3=O)[C@H]2N1C(=O)C1CCCC1	51	0.3	14	3
CCC(=O)N1C[C@@H](C)[C@@H](OC)CN(C)C(=O)c2cc(NC(=O)CC(F)(F)F)ccc2OC[C@H]1C	.	1.1	-3	-6
O=C(C[C@@H]1CC[C@@H](NC(=O)c2ccc(F)cc2)[C@@H](CO)O1)NCc1ccncn1	-22	0.0	-9	3
C[C@@H]1CN([C@@H](C)CO)C(=O)Cc2cc(NC(=O)C3CC3)ccc2O[C@H]1CN(C)S(=O)(=O)c1ccc(F)cc1	17	-1.0	-9	-2
C[C@H]1CN([C@@H](C)CO)C(=O)c2cc(NC(=O)Nc3cccc4ccccc34)ccc2O[C@H]1CN(C)C(=O)Nc1ccc2c(c1)OCO2	28	0.8	10	17
CCC(=O)N1C[C@H](C)[C@H](OC)CN(C)C(=O)c2ccc(NC(=O)Nc3cccc(F)c3)cc2OC[C@@H]1C	25	-1.3	-42	-3
O=C(Nc1cc(F)ccc1F)N[C@@H]1CC[C@@H](CCn2cc(C3CCCCC3)nn2)O[C@@H]1CO	.	8.4	-55	-18
C[C@H](CO)N1C[C@H](C)[C@H](CN(C)C(=O)Nc2ccc3c(c2)OCO3)Oc2ccc(NC(=O)Nc3ccc(F)cc3)cc2C1=O	16	3.7	2	-10
SMILES	Tcruzi prolif	KDM4C inh	Pf Dd2 inh	C diff growth
CC(C)NC(=O)N[C@H]1CC[C@@H](CC(=O)O)O[C@@H]1CO	11	2.7	13	.
C[C@H]1CCCCO[C@@H](CN(C)Cc2ccc3c(c2)OCO3)[C@@H](C)CN([C@@H](C)CO)C(=O)c2cc(NC(=O)Cc3ccccc3)ccc2O1	109	1.1	-83*	-3
CO[C@@H]1CC[C@@H]2CCOc3ccc(C#N)cc3C(=O)N(C)C[C@H](c3ccccc3)CC(=O)N(C)C[C@@H]1O2	-21	-1.1	.	-1
CN(C)C(=O)c1cccc(-c2ccc([C@@H]3[C@@H](CO)N4C(=O)CN(C(=O)Cc5ccccc5)C[C@H]34)cc2)c1	.	-0.8	-13	-20
CO[C@@H]1CN(C)C(=O)c2ccc(NC(C)=O)cc2OC[C@@H](C)N(C(=O)c2cccnc2)C[C@H]1C	11	1.4	25	-1
O=C(CN1CCOCC1)N[C@@H]1CC[C@@H](CCn2cc(C3CC3)nn2)O[C@H]1CO	.	22	12	2
COc1ccc2c3c([nH]c2c1)[C@H](CO)N(C(=O)c1ccccn1)CC31CN(C(=O)C2CC2)C1	.	-0.2	8	-3
CO[C@H]1CN(C)C(=O)c2ccc(NC(=O)NC(C)C)cc2OC[C@@H](C)N(S(C)(=O)=O)C[C@@H]1C	.	0.4	66	14
CCCC#Cc1ccc([C@@H]2[C@H](CO)N3C(=O)CN(C(=O)Nc4cccc(F)c4)C[C@@H]23)cc1	.	-0.4	-9	49
Cc1ccc(S(=O)(=O)Nc2ccc3c(c2)C(=O)N([C@@H](C)CO)C[C@H](C)[C@@H](CN(C)C(=O)Nc2ccccc2)O3)cc1	6	0.8	3	-1
COCC(=O)N1[C@@H](C#N)[C@@H](c2ccccc2C2=CCCC2)[C@@H]1CO	.	1.9	-10	-8
C[C@@H]1CCCCO[C@H](CN(C)S(=O)(=O)c2ccc(F)cc2)[C@H](C)CN([C@@H](C)CO)C(=O)c2cc(NC(=O)Nc3ccc(C(F)(F)F)cc3)ccc2O1	91	-0.1	-86*	.
COc1cccc(-c2cnc3c(c2)C(=O)N([C@H](C)CO)C[C@@H](C)[C@@H](CN(C)Cc2ccc(F)cc2)O3)c1	.	2.8	10	11
COc1ccc2c3c(n(C)c2c1)[C@@H](CO)N(C(=O)c1cccc(F)c1)CC31CN(CC2CC2)C1	.	-2.1	-58	2
O=C(C[C@H]1C[C@@H]2c3cc(NC(=O)Nc4ccccc4)ccc3O[C@@H]2[C@@H](CO)O1)NCCN1CCCCC1	-35	-2.8	3	-1
Cc1ccc(S(=O)(=O)N(C)C[C@@H]2OCc3ccccc3-c3ccccc3C(=O)N([C@H](C)CO)C[C@@H]2C)cc1	48	0.4	-78	.
CO[C@@H]1CN(C)C(=O)c2cc(NC(=O)Nc3ccc(Cl)cc3)ccc2OC[C@H](C)N(C(=O)Nc2c(C)noc2C)C[C@@H]1C	-1	-1.5	-32	-4
CCCC(=O)Nc1ccc2c(c1)C(=O)N(C)C[C@@H](OC)[C@@H](C)CN(Cc1nccs1)[C@H](C)CO2	22	-2.2	-1	.
CN(C)Cc1cn(CC[C@H]2CC[C@@H](NC(=O)Cc3cccnc3)[C@@H](CO)O2)nn1	-5	1.2	-8	.

7 entries from above, with two lines to a compound.
Results follow in this order: Tcruzi prolif | KDM4C inh | Pf Dd2 inh | C diff growth
COc1ccc2c3c([nH]c2c1)[C@H](CO)N(C(=O)c1ccccn1)CC31CN(C(=O)C2CC2)C1
 : . | -0.2 | 8 | -3
COCC(=O)N1[C@@H](C#N)[C@@H](c2ccccc2C2=CCCC2)[C@@H]1CO
 : . | 1.9 | -10 | -8
CCCC(=O)Nc1ccc2c(c1)C(=O)N(C)C[C@@H](OC)[C@@H](C)CN(Cc1nccs1)[C@H](C)CO2
 : 22 | -2.2 | -1 | .
CO[C@H]1CN(C)C(=O)c2ccc(NC(=O)NC(C)C)cc2OC[C@@H](C)N(S(C)(=O)=O)C[C@@H]1C
 : . | 0.4 | 66 | 14
CCCC#Cc1ccc([C@@H]2[C@H](CO)N3C(=O)CN(C(=O)Nc4cccc(F)c4)C[C@@H]23)cc1
 : . | -0.4 | -9 | 49
O=C(C[C@H]1C[C@@H]2c3cc(NC(=O)Nc4ccccc4)ccc3O[C@@H]2[C@@H](CO)O1)NCCN1CCCCC1
 : -35 | -2.8 | 3 | -1
CO[C@@H]1CC[C@@H]2CCOc3ccc(C#N)cc3C(=O)N(C)C[C@H](c3ccccc3)CC(=O)N(C)C[C@@H]1O2
 : -21 | -1.1 | . | -1
